Compound activity: PubChem, National Center for Advancing Translational Sciences (NCATS)
NTMT1 inhibitor = Primary qHTS for Inhibitors of N-terminal methyltransferase 1 (NTMT1): MTaseGlo Assay; N-terminal Xaa-Pro-Lys N-methyltransferase 1 (Homo sapiens), Q9BV86; NTMT1 MTase-Glo SAH luminescence, purified enzyme; Potency, µM (series often up to 114 µM), for inactives: at the highest dose activity change, negative = inhibition, hits mostly inhibitors; hit rate 2.5% among 59,000; AID 1645870, 2021;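 further: potency means the concentration at half of the fitted maximal effect; plate controls were DMSO vehicle for no effect and no enzyme for full effect; nearly all actives have a fitted effect of over 65% in size; many of its hits are not listed in these tables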
Target sequence (Q9BV86 whole entry, looked up): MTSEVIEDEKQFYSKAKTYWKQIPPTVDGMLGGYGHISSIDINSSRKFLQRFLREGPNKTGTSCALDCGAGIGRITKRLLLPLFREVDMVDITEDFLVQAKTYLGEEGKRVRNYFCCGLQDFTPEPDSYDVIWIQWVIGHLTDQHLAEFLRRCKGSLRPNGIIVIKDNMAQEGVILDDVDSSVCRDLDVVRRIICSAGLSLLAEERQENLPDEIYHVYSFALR
FH mod = Identification of activators of human fumarate hydratase by quantitative high-throughput screening; hit rate 0.22% among 54,000; Fumarate hydratase, mitochondrial (Homo sapiens), P07954; Potency, µM (doses to about 79.9 µM), for the others: top-dose activity change, negative = inhibition, usual class: inhibitors; FH coupled MDH/diaphorase resazurin fluorescence, 15 min; further: potency means the concentration at half of the fitted maximal effect; on the % scale 0 is the no-effect control and ±100 the full control effect; the screen sought activators but most active calls are inhibition curves; nearly all actives have a fitted effect of over 45% in size
Target sequence (P07954 whole entry, looked up): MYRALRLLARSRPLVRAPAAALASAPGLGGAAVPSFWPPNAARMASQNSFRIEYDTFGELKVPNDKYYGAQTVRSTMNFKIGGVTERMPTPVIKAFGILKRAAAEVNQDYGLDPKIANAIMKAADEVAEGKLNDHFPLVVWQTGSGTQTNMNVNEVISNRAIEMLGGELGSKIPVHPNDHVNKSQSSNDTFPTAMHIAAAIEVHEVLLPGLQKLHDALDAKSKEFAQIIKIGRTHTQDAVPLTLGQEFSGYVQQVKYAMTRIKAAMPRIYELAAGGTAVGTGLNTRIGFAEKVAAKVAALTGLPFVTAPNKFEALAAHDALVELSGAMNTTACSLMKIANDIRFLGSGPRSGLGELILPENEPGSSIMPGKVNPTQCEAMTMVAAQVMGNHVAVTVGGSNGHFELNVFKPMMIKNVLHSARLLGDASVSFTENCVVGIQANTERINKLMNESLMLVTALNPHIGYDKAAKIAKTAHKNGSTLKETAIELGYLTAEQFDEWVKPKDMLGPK
p53null 39C kill = qHTS Screen for Compounds that Selectively Target Cancer Cells with p53 Mutations: Cytotoxicity of p53 Null Cells at the Nonpermissive Temperature | H1299 p53-null (neo) cells, 39C, ATPlite viability, 24 h | Potency, µM (top dose mostly 46.1 µM), for inactives: at the top dose activity, negative = cell killing, usual class: cytotoxic | hit rate 0.97% among 55,000 | AID 904, 2007;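 further: potency means the concentration at half of the fitted maximal effect; 0% = DMSO only and -100% = full killing by 100 µM tamoxifen; nearly all actives have a fitted effect of over 50% in size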
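Following overnight plating at 37C (600 cells/well), H1299-neo or H1299-p53A138V cells are dosed up to 46 uM. Incubation lasts 24 hr at 39C before ATP detection.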
PTAP-TSG101 blk = qHTS Validation Assay for Inhibitors of HIV-1 Budding by Blocking the Interaction of PTAP/TSG101: Sytravon Library Screen. Tumor susceptibility gene 101 protein (Homo sapiens), Q99816. AID 1347069, 2019. 44,000 tested, under 10 active. Potency, µM (doses to about 115 µM), inactives show at the top dose activity change, negative = inhibition, usual class: inhibitors. Fluorescence polarization, FITC-PTAP peptide/Tsg101, 20 min; further: potency means the concentration at half of the fitted maximal effect; 0% is about no effect
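The Tsg101 binding domain, at 10 uM final, is mixed with compound and a FITC peptide bearing the PTAP motif (50 nM final). After 20 min at r.t., polarization is measured; actives defined by CRC class, efficacy cut-off 60% inhibition.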
B2AR arrestin ag = qHTS assay of beta-arrestin-biased ligands of beta2-adrenergic receptor: NCGC Sytravon Library Screen; Beta-2 adrenergic receptor (Homo sapiens), P07550; HTLA Tango cells, beta-arrestin recruitment, luciferase luminescence, 18 h; Potency, µM (doses to about 46.1 µM), without a hit: at the highest dose activation, actives largely listed as activators; 44,000 tested, under 10 active; AID 1347077, 2019;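 further: potency means the concentration at half of the fitted maximal effect; 0% = DMSO and full agonism = EC100 isoproterenol or metaproterenol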
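Tango cells expressing recombinant beta2-AR and beta-arrestin were treated with compounds (up to 46 microM titration) in DMEM with 1% FBS for 18 hr at 37 degrees C. Beta-arrestin recruitment drove tTA-dependent luciferase, read by luminescence; curves were fitted and classed.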
p53null 32C kill = qHTS Screen for Compounds that Selectively Target Cancer Cells with p53 Mutations: Cytotoxicity of p53 Null Cells at the Permissive Temperature | Potency, µM (doses to about 46.1 µM), for inactives: top-dose activity change, negative = cytotoxicity, usual class: cytotoxic | hit rate 0.62% among 55,000 | H1299-neo p53 null cells, ATP luminescence, 24 h, 32C | AID 903, 2007;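 further: potency means the concentration at half of the fitted maximal effect; 0% = DMSO only and -100% = full killing by 100 µM tamoxifen; nearly all actives have a fitted effect of over 55% in size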
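Cells lacking p53 (H1299-neo) are plated at 600 per well and allowed to settle overnight at 37C. Test compounds (up to 46 uM) are added and held 24 hours at 32C, then ATP is quantified by luminescence.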
GALK inhibitor = qHTS Assay for Inhibitors of Human Galactokinase (GALK): NCGC Sytravon Library Screen | P51570 | recombinant GALK, Kinase-Glo ATP luminescence, 1 h | Potency, µM (highest dose often 57.5 µM), for the others: at the top dose activity, negative = inhibition, most hits filed as inhibitors | 44,000 tested, under 10 active | AID 1347072, 2019;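 further: plate controls were full GALK reaction for no effect and reaction lacking GALK for full effect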
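Human GALK (5 nM) was incubated with 35 uM ATP and 100 uM galactose in 20 mM HEPES pH 8.0 with MgCl2, NaCl, DTT and BSA for 1 h at room temperature. Remaining ATP was measured by Kinase-Glo Plus luminescence.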
Starred values were filed as active, the others as inactive; ? = inconclusive; · = no result given; [ ] = dose if it differs, or a comment. The call rests on the fitted dose curve; in most records, active means well fitted curve in the direction sought with a large enough effect; inconclusive means small, poorly fitted or top-dose-only effect, or another doubt; inactive means no such curve, though single readings can be large; an effect the other way counts as inactive or inconclusive. A portion of the library (hit frequency here may not be typical).

SMILES | NTMT1 inhibitor | FH mod | p53null 39C kill | PTAP-TSG101 blk | B2AR arrestin ag | p53null 32C kill | GALK inhibitor
COC(=O)c1sccc1S(=O)(=O)N(CC(=O)NCc1ccc(C)cc1)c1ccc(Cl)cc1 | 6% | -14% | 21% | -3% | 1% | -4% | -2%
CCC1CN(C(=O)N2CCC(C(=O)NCc3cccs3)CC2)c2ccccc2O1 (configuration not stated) | 5% | -6% | -14% | 0% | 1% | 8% | 1%
Cc1ccc(-n2nc(C(=O)Nc3ccc(Br)cc3C)c(=O)n(C)c2=O)cc1 | 10% | 9% | -3% | -7% | 0% | 6% | -3%
CCOc1ccc(NC(=O)Cn2nc(SC)c(S(=O)(=O)c3ccccc3)c2N)cc1 | 7% | -19% | 7% | -3% | 2% | 8% | -9%
COc1ccc(C(C)=O)cc1CSc1nc(NCCc2ccccc2)c2ccccc2n1 | 12% | -22% | -10% | -1% | 0% | -3% | -1%
CC(C)c1nn2c(=O)cc(COC(=O)CNC(=O)c3ccccc3)nc2s1 | -29% | -3% | 0% | -5% | 0% | -16% | 0%
COC(=O)c1c(SC)nc2ccccc2c1OCc1ccc(C)cc1C | -2% | 35µM* | -9% | 1% | 1% | -5% | 1%
O=C(CCc1cn(Cc2ccc(F)cc2)c2ccccc12)NC1CCCCC1 | -6% | 4% | -18% | 1% | -1% | -11% | -1%
COc1ccccc1CCN1COc2c(cc3c(C)c(C)c(=O)oc3c2C)C1 | · | · | 2% | -1% | 1% | -6% | 3%
O=c1[nH]c2ccc(S(=O)(=O)Nc3cc(Cl)ccc3O)cc2o1 | -15% | -24% | -14% | -8% | 1% | 7% | -1%
COc1cc2cc(CNc3ccccc3)c(=O)n(CC(=O)Nc3ccccc3)c2cc1OC | -10% | ? | 3% | -5% | -2% | -21% | 2%
Cc1noc2nc(C(=O)O)nc(N3CCCCC3)c12 | 2% | 3% | 25% | -2% | 1% | -2% | 0%
CC(C)c1ccccc1Oc1c(C(F)(F)F)oc2c(CN3CCN(C)CC3)c(O)ccc2c1=O | 5% | 4% | -4% | -4% | 1% | -1% | -2%
CCc1ccccc1N(C)C(=O)Cn1cnc2sc(C)c(S(=O)(=O)N3CCN(c4ncccn4)CC3)c2c1=O | 6% | 2% | -22% | -1% | -2% | -1% | 2%
O=C(COCc1cc(-c2ccco2)on1)Nc1ccc(OC(F)(F)F)cc1 | -13% | -5% | -8% | 0% | 3% | -4% | 0%
COc1ccc(Cl)cc1NC(=O)C1CCN(S(=O)(=O)c2ccc3c(c2)CCCN3C(=O)C2CCC2)CC1 | 4% | -11% | -3% | -2% | 0% | 0% | 2%
CCOc1ccc(S(=O)(=O)Nc2cc(Cl)ccc2OC)c2cccnc12 | -4% | -17% | · | -7% | 0% | · | 0%
Cc1ccc(S(=O)(=O)NCC(c2ccc(N(C)C)cc2)N2CCc3ccccc32)cc1C (configuration not stated) | -2% | -7% | -1% | 3% | -1% | -4% | 2%
CCOc1ccc(CCNC(=O)c2cc(=O)[nH]c3ccc(S(=O)(=O)N4CCCCC4C)cc23)cc1OCC (configuration not stated) | 4% | -9% | 21% | 0% | 0% | 9% | -6%
COc1ccc(Cl)cc1NC(=O)CSc1nnc2[nH]c(=O)cc(C)n12 | 0% | 5% | 2% | 0% | -3% | -4% | -8%
COc1ccc(-n2c(=O)c3sc4ccccc4c3n(Cc3ccccc3)c2=O)cc1 | -3% | -7% | -21% | 3% | -2% | -12% | -8%
Cc1ccc(NC(=O)Cn2c(=O)n(Cc3ccco3)c(=O)c3ccccc32)cc1 | -25% | 2% | -15% | -5% | 0% | -2% | -1%
CCN(Cc1ccccc1)Cc1c(O)ccc2c(=O)c(-c3ccc(Cl)cc3)coc12 | 14% | -6% | 32%[activator] | -4% | ? | 0% | 1%
COc1ccc(-c2cc(-c3ccc4c(c3)NC(=O)CO4)nc3c2COc2ccc(F)cc2-3)cc1 | 13% | -2% | · | -5% | 1% | · | 7%
COC(=O)c1ccc(NC(=O)C(=O)NCCc2sc3nc(-c4ccc(OC)cc4)nn3c2C)cc1 | 39%[activator] | 10% | 7% | 1% | -3% | -3% | 2%
CCOC(=O)c1cc(-c2ccc(F)cc2)n(CCC(=O)Nc2nc3ccc(OC)cc3s2)c1C | 14% | -33% | 22% | 1% | 2% | -4% | 3%
COC(=O)c1ccc(NC(=O)CSc2cn(CC(=O)N3CCCCC3)c3ccccc23)cc1 | 22% | ? | ? | -8% | 1% | -6% | -9%
CCC(=O)Nc1c(C(=O)N2CCN(c3ccc(F)cc3)CC2)oc2ccccc12 | 3% | -8% | -14% | -6% | 1% | 2% | 3%
O=C(Cn1cc(S(=O)(=O)N2CCCC2)c(S(=O)(=O)N2CCCC2)c1)Nc1ccc(F)cc1 | 7% | 3% | -4% | 0% | 3% | 10% | -1%
O=C1CSC2(C(=O)N(Cc3ccccc3)c3ccccc32)N1c1ccc(Cl)cc1 (configuration not stated) | 8% | -17% | 1% | -7% | ? | 1% | -3%
CCCNC(=O)CSc1cn(CC(=O)N2CCCCCC2)c2ccccc12 | -5% | -16% | -2% | 0% | 0% | 2% | ?
O=C(NCC(c1ccc2c(c1)OCO2)N1CCOCC1)C(=O)Nc1ccc(Cl)cc1 (configuration not stated) | -19% | 7% | 16% | -2% | 0% | -5% | -7%
COc1ccc(C2=NS(=O)(=O)N(C)C(C(=O)NCc3ccccc3)=C2)cc1OC | 18% | -9% | -13% | 1% | -2% | -19% | 0%
CCCN(CCC)CCCNC(=O)Cn1ncc2c3ccccc3n(Cc3ccc(F)cc3)c2c1=O | ? | -5% | -12% | -2% | -4% | -6% | -11%
COCCn1c(C)cc(O)c(C(c2ccc(F)cc2)N2CCN(c3ccccc3)CC2)c1=O (configuration not stated) | -6% | 12% | 6% | 0% | 2% | -3% | -2%
CCOc1ccc(OCC)c(NC(=O)CCc2c(C)nc3c(c2C)c(=O)n(C)c(=O)n3C)c1 | ? | -3% | -19% | 0% | -1% | 0% | 0%
COc1ccc(CCn2c(=O)c3cccnc3n(CC(=O)Nc3c(C)cccc3C)c2=O)cc1OC | -14% | -2% | -1% | 2% | 0% | -6% | 1%
CC(=O)c1cccc(NC(=O)CCc2c(C)nc3c(c(C)nn3-c3ccccc3)c2C)c1 | 7% | -21% | -5% | 1% | -3% | 11% | 6%
CCOc1ccccc1NC(=O)CCc1c(C)nc2c(c(C)nn2-c2ccccc2)c1C | -5% | -2% | -10% | -1% | -1% | -10% | -2%
COC(=O)c1ccc(Cn2cnc3nc4c(cc3c2=O)CCCC4)cc1 | -5% | -25% | 3% | -1% | -1% | 1% | -3%
NC(=O)c1c(NC(=O)CS(=O)(=O)c2ccc(Cl)cc2)sc2c1CCCCC2 | -1% | -10% | 20% | -5% | -3% | 0% | 1%
COc1ccc(CCNC(=O)C(=O)NCC(c2cccs2)S(=O)(=O)c2ccc(C)cc2)cc1 (configuration not stated) | 4% | -30% | 5% | -1% | -3% | -7% | -1%
CN(C)S(=O)(=O)c1ccc2c(c1)N(CC(=O)NCc1ccccc1)C(=O)C1CCCCN21 (configuration not stated) | 8% | 2% | -11% | -4% | 2% | -2% | -2%
COc1ccc(OC)c(-c2nc(Nc3ccccc3C)sc2CC(=O)O)c1 | -14% | -38% | -26% | 0% | 0% | -3% | 1%
O=S(=O)(NCc1ccc(Cl)cc1)c1ccc2[nH]c3c(c2c1)CCCC3 | ? | ? | ? | -3% | -1% | 19% | 0%
O=C(NCCCc1nc2ccccc2n1Cc1c(F)cccc1Cl)C1CCCCC1 | -2% | -3% | 1% | 1% | -4% | -7% | 6%
CC(C)(C)c1ccc(C(=O)Nc2sc3c(c2C#N)CCC(C(C)(C)C)C3)cc1 (configuration not stated) | -2% | -5% | -26% | 0% | 0% | 12% | 4%
O=C(OCc1cc(=O)n2nc(-c3cccs3)sc2n1)c1ccc(F)cc1 | -18% | -8% | 15% | -1% | 0% | -6% | 0%
COc1ccc(C(=O)NC2(C(F)(F)F)C(=O)NC(C)=C2C#N)cc1OC (configuration not stated) | 5% | -5% | 20% | -4% | -1% | -2% | 1%
Cc1ccc(NC(=O)c2c(NC(=O)Cc3ccccc3)sc3c2CCCC3)cc1 | -1% | -14% | -15% | 4% | 0% | 6% | 0%
CCOC(=O)c1cccc(NC(=O)CCc2c(C)nn(-c3ccc(N4CCCCC4)nn3)c2C)c1 | · | · | ? | 3% | 3% | -29% | -2%
Cc1ccc(NC(=O)CSc2nccn2-c2ccccc2)cc1 | -14% | -28% | 7% | -6% | 0% | -11% | -1%
CCc1ccc(S(=O)(=O)Nc2cccc(-c3ccc(N4CCOCC4)nn3)c2)cc1 | · | · | ? | 0% | 2% | -21% | -4%
COc1cc(OC)cc(C(=O)Nc2ccc3oc(-c4ccc(Cl)cc4)nc3c2)c1 | · | · | -2% | 2% | 0% | -11% | -18%
CCN1CCN(c2cc(C)c3cc(NC(=O)/C=C/c4ccc(C)cc4)ccc3n2)CC1 | -6% | 0% | ? | 0% | 1% | ? | 1%
COc1cccc(NC(=O)c2cc3c(=O)n(C)c4ccccc4c3n2C)c1 | 22% | -8% | -7% | 2% | 0% | 0% | 1%
Cc1nnc(SCc2ccccc2Cl)c2cc3sccc3n12 | 10% | -19% | 27% | -10% | 1% | -7% | -1%

One compound at a time, as listed above. Screens in order: NTMT1 inhibitor, FH mod, p53null 39C kill, PTAP-TSG101 blk, B2AR arrestin ag, p53null 32C kill, GALK inhibitor
`O=C(OCc1cc(=O)n2nc(-c3cccs3)sc2n1)c1ccc(F)cc1` is listed as -18%, -8%, 15%, -1%, 0%, -6%, 0%
`COc1ccc(C(=O)NC2(C(F)(F)F)C(=O)NC(C)=C2C#N)cc1OC` (configuration not stated) is listed as 5%, -5%, 20%, -4%, -1%, -2%, 1%

Reprinted at random: 2 entries already listed.
SMILES | NTMT1 inhibitor | FH mod | p53null 39C kill | PTAP-TSG101 blk | B2AR arrestin ag | p53null 32C kill | GALK inhibitor
CCOC(=O)c1cccc(NC(=O)CCc2c(C)nn(-c3ccc(N4CCCCC4)nn3)c2C)c1 | · | · | ? | 3% | 3% | -29% | -2%
CCN1CCN(c2cc(C)c3cc(NC(=O)/C=C/c4ccc(C)cc4)ccc3n2)CC1 | -6% | 0% | ? | 0% | 1% | ? | 1%
